From PubChem
Shiga inhibitor: A qHTS for Small Molecule Inhibitors of Shiga Toxin; AID 2315, 2010; Vero cells, Shiga toxin protein synthesis inhibition reporter; actives 9.2% (n = 290,000); inhibition, % at 38.7 µM; in the data active = inhibition mostly above about 28%, no sharp cut-off; inactive = mostly below about 43%; note: 0% is about no effect
Pf growth 96h: Primary qHTS for delayed death inhibitors of the malarial parasite plastid, 96 hour incubation. Potency, µM (doses to about 28.7 µM), for inactives: at the top dose activity change, negative = inhibition, usual class: inhibitors. AID 504834, 2011. P. falciparum luciferase reporter growth, 96 h. actives 6.9% (n = 320,000); note: potency is the fitted concentration of half-maximal effect; % is set by controls: 0 for no effect and ±100 for the full control effect
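Delayed-death screen, second-generation endpoint: infected erythrocytes, 2% hematocrit, 0.05% parasitemia final; 96 hours at 37 C, 5% CO2; luciferase detection reagent; luminescence decrease equals reduced growth.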
HCV inh: qHTS Assay for Inhibitors of Hepatitis C Virus (HCV); Huh7.5.1 HCVcc-Cre infection, luciferase reporter, 44 h; Potency, µM (top dose mostly 41.8 µM), for inactives: at the highest dose activity change, negative = inhibition, most hits filed as inhibitors; actives 3.4% (n = 340,000); AID 651820, 2012; note: potency is the fitted concentration of half-maximal effect; % is set by controls: 0 for no effect and ±100 for the full control effect
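Compounds are dispensed onto cells plated 4 h earlier at 1,000 per well, with HCVcc-Cre virus (about 0.5 moi) added next. Following 44 h of culture, luminescent signal is measured for 15 sec after 15 min with substrate at room temperature.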
CHX counter: Cycloheximide Counterscreen for Small Molecule Inhibitors of Shiga Toxin. AID 2314, 2010. max response, %. cell reporter, cycloheximide protein synthesis inhibition counterscreen. actives 12% (n = 300,000); in the data active = max response mostly above about 13%, no sharp cut-off; inactive = mostly below about 14%; note: read at 38.3 µM for the half of the compounds with a filed dose; 0% is about no effect
Pf growth 48h: Primary qHTS for delayed death inhibitors of the malarial parasite plastid, 48 hour incubation; P. falciparum luciferase growth in erythrocytes, 48 h; Potency, µM (doses to about 28.7 µM), for the others: at the top dose activity change, negative = inhibition, usual class: inhibitors; actives 5.9% (n = 310,000); AID 504832, 2011; note: potency is the fitted concentration of half-maximal effect; % is set by controls: 0 for no effect and ±100 for the full control effect
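Luminescence readout; reporter = integrated firefly luciferase in P. falciparum. RBC culture at 2% hematocrit, 0.1% parasitemia final, 37 C/5% CO2; decreased signal taken as growth inhibition.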
FBPA Giardia inh: qHTS Assay for Inhibitors of Fructose-1,6-bisphosphate Aldolase from Giardia Lamblia | Potency, µM (titrated, usually from 59.6 µM), for the others: at the top dose activity, negative = inhibition, most hits filed as inhibitors | A8B2U2 | AID 2451, 2010 | purified Giardia FBPA | actives 0.71% (n = 290,000); note: potency is the fitted concentration of half-maximal effect; % is set by controls: 0 for no effect and ±100 for the full control effect; nearly all actives have a fitted effect of over 55% in size
Target sequence (A8B2U2 whole entry, looked up): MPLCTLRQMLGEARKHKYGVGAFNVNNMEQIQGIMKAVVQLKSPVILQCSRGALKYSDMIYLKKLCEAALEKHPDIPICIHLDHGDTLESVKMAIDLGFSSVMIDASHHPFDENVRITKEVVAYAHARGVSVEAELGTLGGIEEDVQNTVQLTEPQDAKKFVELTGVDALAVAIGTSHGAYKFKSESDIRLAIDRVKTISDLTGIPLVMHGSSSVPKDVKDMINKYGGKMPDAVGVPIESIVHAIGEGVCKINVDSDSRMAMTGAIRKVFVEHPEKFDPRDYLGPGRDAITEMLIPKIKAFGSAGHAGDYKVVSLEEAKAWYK
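Giardia FBPA (40 nM reagent) was preincubated 10 min at RT with compound (up to 57.5 uM final), then substrate plus GAPDH/TPI/NAD/arsenate coupling system with diaphorase/resazurin was added; resorufin fluorescence (525/598 nm) was read after 20 min.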
An asterisk follows results filed as active; i = inactive; ? = inconclusive; . = not tested or not shown; + = active, no number; [ ] = remark or other dose. Unless noted, calls come from the whole dose curve; as a rule, active = well fitted curve in the direction sought with a large enough effect; inconclusive = small, poorly fitted or top-dose-only effect, or another doubt; inactive = no such curve, though single readings can be large; an effect the other way counts as inactive or inconclusive.

| entry | smiles | Shiga inhibitor | Pf growth 96h | HCV inh | CHX counter | Pf growth 48h | FBPA Giardia inh |
| --- | --- | --- | --- | --- | --- | --- | --- |
| 1 | CCN1CCN(S(=O)(=O)c2ccc(Cl)c(C(=O)NC3CCC(C)CC3)c2)CC1 (stereo not drawn) | . | 3% | -10% | . | -3% | . |
| 2 | COc1ccc(OC)c(/C=C/C(=O)Nc2ccc(OC)nc2)c1 | 2 | -10% | -17% | 7 | -28% | -2% |
| 3 | CC(C)OCC1CC(CC(=O)Nc2ccc([N+](=O)[O-])cc2)C(=O)O1 (stereo not drawn) | 5 | 20% | 11% | -3 | 49%[activator] | 4% |
| 4 | O=C1CN(C(=O)/C=C/c2ccccc2)CCN1 | -4 | -10% | -1% | -2 | 10% | 12% |
| 5 | CCC(CC)NCCOC(=O)c1ccc([N+](=O)[O-])cc1 | -1 | 21% | 12% | -5 | 22% | 1% |
| 6 | CCC(CC)C(=O)Nc1cccc(C(=O)Nc2nnc(C)s2)c1 | -12 | -6% | -10% | 7 | ? | 1% |
| 7 | C/C(=N/OCc1ccc(Br)cc1)c1ccccn1 | 60* | 441%[activator] | -3% | 26* | i | 1% |
| 8 | CC(C)(C)c1nc(SCC(=O)NCc2ccco2)c2ccccc2n1 | -1 | ? | ? | -4 | -7% | 5% |
| 9 | Cc1ccccc1C(=O)Nc1ccccc1C(=O)N/N=C\c1ccco1 | 0 | -5% | 10% | -6 | 3% | -18% |
| 10 | COc1ccc(OC)c2c1cc(C(=O)N[C@@H](Cc1ccccc1)C(=O)O)n2C | -6 | 13% | 16% | -4 | 15% | -12% |
| 11 | CC(C)Cc1nc(C#N)c(N2CCC(C(N)=O)CC2)o1 | -9 | ? | 3% | -1 | -12% | 8% |
| 12 | CCOc1ccccc1OCCCC(=O)Nc1ccc(Cl)c(S(=O)(=O)N2CCOCC2)c1 | . | 7.4µM* | 7.9µM* | . | 9.3µM* | . |
| 13 | Cc1nc2c(=O)[nH]c3ccccc3c2o1 | -10 | -5% | 4% | -1 | -11% | 2% |
| 14 | O=C(NCc1ccc(F)cc1)C(c1ccc(F)cc1)N(C(=O)c1csnn1)C1CC1 (stereo not drawn) | -4 | -15% | -11% | -4 | -10% | -5% |
| 15 | COC(=O)c1cc(C(=O)c2cc(F)ccc2O)cn2c(=O)c3c(C)c(C)sc3nc12 | 9 | 2.6µM* | ? | -3 | 2.1µM* | -14% |
| 16 | O=C(COc1ccc(Cl)cc1)NCCS(=O)(=O)N1CCN(c2ccccc2F)CC1 | -10 | 6% | 0% | 0 | 0% | 6% |
| 17 | O=C(CSc1ncn[nH]1)N1CCCCC1 | -7 | 40%[activator] | -3% | 0 | 88%[activator] | -1% |
| 18 | O=C(N/N=C/c1cccc([N+](=O)[O-])c1)c1nc2ccccc2c(=O)[nH]1 | 33 | 60%[activator] | 7% | 19* | 99%[activator] | -28% |
| 19 | CCOC(=O)C1(Cc2cccc(Cl)c2)CCCN(C(=O)c2cc(C)[nH]n2)C1 (stereo not drawn) | -12 | -6% | 4% | -3 | ? | . |
| 20 | CN1C(=O)CC(=O)N(C)c2cc(S(=O)(=O)N(C)Cc3ccccc3)ccc21 | -1 | 40%[activator] | 2% | -2 | 11% | . |
| 21 | O=C(/C=C/c1ccccc1)Nc1ccc(Br)cn1 | + | 123%[activator] | -9% | 31* | 428%[activator] | 5% |
| 22 | CCCCCOc1ccc(C(=O)NCC2(c3ccccc3)CCOCC2)cc1 | 2 | ? | . | 9 | 13µM* | -1% |
| 23 | C=CCOC(=O)C1=C(C)NC(=O)NC1C1CC=CCC1 (stereo not drawn) | -21 | 15% | 8% | -1 | . | -1% |
| 24 | CCOC(=O)CCC(=O)N1CCOCCN(C(=O)CCC(=O)OCC)CCOCC1 | -15 | . | 27% | -3 | 3% | 9% |
| 25 | COc1ccc(NC(=S)NNC(=S)Nc2cccc(C(F)(F)F)c2)cc1 | 16 | ? | ? | 4 | ? | -18% |
| 26 | O=C(/C=C/c1ccccc1[N+](=O)[O-])NC1CCCC1 | 70* | -3% | 2% | 19* | 38%[5.75 µM] | -8% |
| 27 | CC[n+]1c(C)n(-c2ccccc2)c2ccc(C(=O)OC)cc21 | 14 | -16% | -2% | 6 | ? | -1% |
| 28 | COc1ccc(CCNC(=O)N[C@@H](Cc2ccccc2)C(=O)O)cc1 | 20 | 3% | 12% | 3 | 14% | 4% |
| 29 | CCS(=O)(=O)n1nc(-c2ccccc2)nc1N | -2 | -16% | 8% | -2 | 4% | 7% |
| 30 | Cc1ccccc1N=C1NC(=O)/C(=C/c2cccn2-c2cccc(C(=O)O)c2)S1 | 2 | 36%[activator] | 5% | 1 | 15% | 20% |
| 31 | Cc1ccc(S(=O)(=O)N(C)C)cc1NC(=O)CN1C(=O)NC2(CCCCCCC2)C1=O | -7 | ? | -2% | 2 | -9% | . |
| 32 | O=C(c1ccco1)N1CCN(c2ccc([N+](=O)[O-])cc2F)CC1 | 40* | 16% | -18% | 13* | 15% | . |
| 33 | CC1CCN(S(=O)(=O)c2cccc(C(=O)Nc3nccs3)c2)CC1 | -5 | 5% | ? | -1 | -6% | -2% |
| 34 | Cc1cc(NC(=O)CSc2nnc(NC(=O)C3CC(=O)N(c4ccccc4)C3)s2)no1 (stereo not drawn) | -6 | -1% | -11% | -3 | 14% | -1% |
| 35 | Cc1cc(F)ccc1S(=O)(=O)Nc1ncnc2sc3c(c12)CCC3 | 19 | ? | -6% | 9 | -33% | -5% |
| 36 | CC(NC(=O)C1CCN(S(=O)(=O)c2ccc3nc4c(c(C(=O)O)c3c2)CCCC4)CC1)c1ccccc1 (stereo not drawn) | 15 | -22% | 0% | -7 | 10% | . |
| 37 | C#Cc1cccc(C(=O)N2CCCC(Nc3cccc(F)c3)C2)c1 (stereo not drawn) | -31 | -19% | 2% | 8 | 13% | . |
| 38 | CCN1CCN(S(=O)(=O)c2cccc([N+](=O)[O-])c2)CC1 | 18 | 27% | 8% | -2 | 24% | 0% |
| 39 | O=C(COC(=O)c1ccc(S(=O)(=O)N2CCCC2)cc1)Nc1cccc(Cl)c1 | . | 7% | 9% | . | 22% | . |
| 40 | Cc1cccc(C)c1NC(=O)C1CCCN1C(=O)NCc1ccccc1 (stereo not drawn) | -3 | ? | -2% | -2 | 0% | 9% |
| 41 | COc1cc(CC(=O)OCC(=O)Nc2cc(S(=O)(=O)N3CCCC3)ccc2Cl)cc(OC)c1OC | -17 | . | -23% | -5 | -29% | -3% |
| 42 | O=c1c2[nH]c3cccc(Cl)c3c2ncn1CC1CCCO1 (stereo not drawn) | 49* | 31%[activator] | -20% | 23* | 59%[activator] | -4% |
| 43 | N#CC(C(=O)c1ccc(S(=O)(=O)N2CCCCCC2)cc1)c1nc2ccccc2[nH]1 (stereo not drawn) | -9 | ? | ? | -11 | -27% | -1% |
| 44 | COc1ccc(N2CS(=O)(=O)/C(=C/N(C)C)C2=O)cc1 | 75* | 294%[activator] | -5% | 39* | 106%[activator] | 13% |
| 45 | O=C1c2cccnc2C(Nc2ccc(F)c(Cl)c2)N1Cc1cccs1 (stereo not drawn) | -9 | 56%[activator] | -5% | -2 | 3% | -2% |
| 46 | CCOc1ccc(OCCC(=O)Nc2ccc(F)cc2C)cc1 | 15 | 4% | 5% | 8 | 45%[activator] | 2% |
| 47 | COC(=O)c1oc2ccccc2c1NC(=O)/C=C/C(=O)O | 2 | 15% | 10% | 6 | -7% | 11% |
| 48 | CCCCCN(C(=O)CCC(=O)OCC(=O)c1ccc(C(C)CC)cc1)c1c(N)n(CCCC)c(=O)[nH]c1=O (stereo not drawn) | . | ? | ? | . | 10µM* | . |
| 49 | N=c1n(CCN2CCCCC2)c2ccccc2n1CC(O)c1ccc(Cl)c(Cl)c1 (stereo not drawn) | -12 | 0.29µM* | 13µM* | -9 | . | 4% |
| 50 | Cc1cccc(NC(=S)NC(=O)/C=C/c2ccco2)n1 | 121* | -13% | 8% | 48* | . | -23% |
| 51 | COc1ccc(OC)c(Nc2cc(C(=O)NCCCN3CCOCC3)c3ccccc3n2)c1 | -10 | . | ? | -1 | ? | -27% |
| 52 | CCc1sc(N(C(=O)Cc2ccccc2)c2ccccc2F)nc1-c1ccc(C)cc1 | 7 | 10µM* | -10% | -6 | ? | -1% |
| 53 | CCN1C(=O)/C(=C/c2nc3ccccc3c(=O)[nH]2)c2ccccc21 | -3 | 20% | 12% | 26* | -2% | 2% |
| 54 | Cc1cc(F)c(F)c(C(=O)NC2CC2)c1Cl | -15 | . | 1% | -2 | -4% | -3% |
| 55 | C=CCn1c(SCC(=O)Nc2cc(C)on2)nc2sc(CC)cc2c1=O | -20 | . | 8% | -2 | -12% | 0% |
| 56 | COc1ccc(C(=O)NCc2nnc(SCC(=O)NC3CCCC3)o2)cc1 | 0 | 28% | 4% | 12 | -11% | 2% |

New compounds follow
| entry | smiles | Shiga inhibitor | Pf growth 96h | HCV inh | CHX counter | Pf growth 48h | FBPA Giardia inh |
| --- | --- | --- | --- | --- | --- | --- | --- |
| 57 | CCS(=O)(=O)Nc1ccc(-c2nc3cccnc3s2)cc1 | 73* | 282%[activator] | -10% | 41* | -7% | -2% |
| 58 | CSc1ncnc2sc(C)c(C)c12 | 19 | -4% | -8% | 13 | -22% | 8% |
| 59 | CC[C@H](NC(=O)[C@H](CCC(=O)O)NC(=O)[C@H](CCC(=O)O)NC(=O)[C@H](CC(=O)O[S+](=O)([O-])c1cccc2c(NCCN)cccc12)NC(=O)[C@H](CCC(=O)O)NC(=O)[C@H](CC(=O)O)NC(C)=O)C(=O)ON[C@@H](C)C(=O)N[C@@H](CO)C(=O)N[C@@H](CCCCNC(=O)c1ccc(N=Nc2ccc(N(C)C)cc2)cc1)C(N)=O | 23 | . | . | 8 | . | -5% |
| 60 | O=C(CSc1nc2ncccc2[nH]1)Nc1c(F)cc(F)cc1Br | 9 | 29% | 9% | -3 | 13% | 25µM* |
| 61 | O=C1NC(c2ccccc2)=C(c2ccc3ccccc3n2)C(c2ccc(F)cc2)N1 (stereo not drawn) | -8 | 4.1µM* | ? | -3 | 5.2µM* | -5% |
